Growth percent in the NCI-60 one-dose screen (48 h, 10 µM unless noted): 100 = growth as untreated, 0 = no growth, -100 = all killed.
HL-60(TB) = HL-60(TB) leukemia cells; 78,000 compounds, 9% hits; AID 1794776; active means growth percent below 10
Active calls of the source: *; [ ] = another dose, or the depositor's remark.

SMILES | HL-60(TB)
CC[C@H](Nc1nc(N)nc(C)c1C#N)c1nc2cccc(NCCCCCC(=O)NO)c2c(=O)n1-c1ccccc1 | 40
CCOc1ccc(/C=N\Nc2ccc([N+](=O)[O-])cn2)cc1OCC | 113
CCc1ncc(C[n+]2csc(CCO)c2C)c(N)n1 | 79
CC1=NN(Cc2nc(-c3ccc(N(C)C)cc3)n[nH]2)C(=O)C1 | 97
CCCC(=O)OC(C)COc1ccccc1C(C)CC (stereo unspecified) | 108
N=C(/C=C/c1ccccc1)N1CCCCC1 | 107
NC(CCl)CCl | 123
O=C(O)C(Cc1ccccc1[N+](=O)[O-])N1C(=O)c2ccccc2C1=O (stereo unspecified) | 87
COc1ccc(/C=c2\nc3n(-c4ccccc4)c4n(n-3c2=O)C(=O)C(Cc2c[nH]c3ccccc23)N=4)cc1 (stereo unspecified) | 103
COC1=CC(=NCCC(=O)O)C[C@@H](C)[C@]12Oc1c(Cl)c(OC)cc(OC)c1C2=O | 89
O=C1CCN(c2ccccc2)N1 | 83
Cc1ccc(NC(=O)c2cc(NCc3cc(O)ccc3O)ccc2O)cc1 | 16
NC1CCC(Nc2nc(NCc3cc(Cl)ccc3O)c3ncn(C4CCCC4)c3n2)CC1 (stereo unspecified) | -41*
N#Cc1ccc(-c2nn(-c3ccc(C(=O)O)cc3)cc2CNc2cccc(Br)c2)cc1 | 47
O=C(O)CCn1c(O)c(/C=C2/C=c3cc4c(cc3=NC2=O)OCO4)sc1=S | 97
O=C(NCc1ccco1)Nc1ccc(Cl)cc1 | 89
NCCSSCCN | 108
O=NN(CCCl)C(=O)NCCc1cccc[n+]1[O-] | 117
CCCN(CCC)C(C)C(O)c1ccc2cc(Br)c3ccccc3c2c1 (stereo unspecified) | 71
COc1cc(/C=C2/C=C(c3ccc(C(C)(C)C)cc3)N(CCc3ccc(S(N)(=O)=O)cc3)C2=O)cc(OC)c1OC | 21

17 entries already listed, ordered by molar mass, ascending:
SMILES | HL-60(TB)
NC(CCl)CCl | 123
NCCSSCCN | 108
N=C(/C=C/c1ccccc1)N1CCCCC1 | 107
O=C(NCc1ccco1)Nc1ccc(Cl)cc1 | 89
O=NN(CCCl)C(=O)NCCc1cccc[n+]1[O-] | 117
CCCC(=O)OC(C)COc1ccccc1C(C)CC (stereo unspecified) | 108
CCc1ncc(C[n+]2csc(CCO)c2C)c(N)n1 | 79
CC1=NN(Cc2nc(-c3ccc(N(C)C)cc3)n[nH]2)C(=O)C1 | 97
CCOc1ccc(/C=N\Nc2ccc([N+](=O)[O-])cn2)cc1OCC | 113
O=C(O)C(Cc1ccccc1[N+](=O)[O-])N1C(=O)c2ccccc2C1=O (stereo unspecified) | 87
O=C(O)CCn1c(O)c(/C=C2/C=c3cc4c(cc3=NC2=O)OCO4)sc1=S | 97
CCCN(CCC)C(C)C(O)c1ccc2cc(Br)c3ccccc3c2c1 (stereo unspecified) | 71
COC1=CC(=NCCC(=O)O)C[C@@H](C)[C@]12Oc1c(Cl)c(OC)cc(OC)c1C2=O | 89
NC1CCC(Nc2nc(NCc3cc(Cl)ccc3O)c3ncn(C4CCCC4)c3n2)CC1 (stereo unspecified) | -41*
N#Cc1ccc(-c2nn(-c3ccc(C(=O)O)cc3)cc2CNc2cccc(Br)c2)cc1 | 47
COc1ccc(/C=c2\nc3n(-c4ccccc4)c4n(n-3c2=O)C(=O)C(Cc2c[nH]c3ccccc23)N=4)cc1 (stereo unspecified) | 103
COc1cc(/C=C2/C=C(c3ccc(C(C)(C)C)cc3)N(CCc3ccc(S(N)(=O)=O)cc3)C2=O)cc(OC)c1OC | 21

Additional records follow:
SMILES | HL-60(TB)
Cc1nc(/N=C(N)/N=C(\N)c2ccccc2)sc1C | 81
Oc1c(Br)cc(CNC2CCCCC2)cc1Br | 105
Cc1ccc(Nc2c(O)nc[nH]c2=O)cc1C | 96
C[C@]12CC[C@@H]3c4ccc(OS(=O)(=O)O)cc4CC[C@H]3[C@@H]1CC[C@@H]2NS(=O)(=O)c1ccc(-c2ccccc2)cc1 | 44
COc1cc(OC)c(NC(=O)C(Sc2nc(C)cc(C)c2C#N)c2ccccc2)cc1Cl (stereo unspecified) | 94
O=C(c1ccc(Br)cc1)C(Br)C(c1ccc(Cl)cc1)C(c1ccccc1)[N+](=O)[O-] (stereo unspecified) | 99
COc1ccccc1NC(=O)C1CCC(=O)N1c1ccc(F)cc1 (stereo unspecified) | 104
N#Cc1c2ncccc2c2nnc3ccccc3n12 | 99
Cc1ccc(C)c(C2=NN(c3ccc(S(=O)(=O)NC(=O)NCc4ccccc4)cc3)C(c3ccccc3Cl)C2)c1 (stereo unspecified) | 80
CN1c2ccccc2[C@@]23CCC[C@@]12Nc1ccccc1C3 | 104
O=C(c1ccc(Br)cc1)C1C(c2ccccc2)C2CCCN2C12C(=O)Nc1ccccc12 (stereo unspecified) | 87
O=C(N=c1oc2ccccc2cc1-c1cc2ccccc2[nH]1)Nc1ccc(Cl)cc1 | 79
NNc1ccc([N+](=O)[O-])cc1 | 12
Nc1nc(N)c2c(n1)NC(c1cccc(Nc3ccnc4cc(C(F)(F)F)ccc34)c1)CC(c1ccc(Cl)cc1)=N2 (stereo unspecified) | 34
CC1=CCC(OC(=O)C(C)(C)CCC(O)(C(=O)OC2(C(C)C)CCC3(C)OC3C2)C(C)C)(C(C)C)CC1 (stereo unspecified) | -43*
Fc1ccccc1-n1c(SCCc2c[nH]c3ccccc23)nnc1-c1ccncc1 | 74
Cc1ccc(C(=O)c2ccc(CC(=O)N/N=C/c3ccc4c(c3)OCO4)n2C)cc1 | 100
O=S1(=O)CCN(Cc2ccccc2)CC1 | 108
N#C/C(=C/c1ccc([N+](=O)[O-])cc1)n1nnc2cc(F)c(F)cc21 | 63
COc1ccc2c(c1)OC(N)=C(C#N)C2c1cc(OC)c(OC)c(OC)c1 (stereo unspecified) | -30*
Cc1ccc(S(=O)(=O)NC(=O)NC2C(O)OC(CO)C(O)C2O)cc1 (stereo unspecified) | 98
N#Cc1c(Nc2ccc(Cl)cc2)nc2n(c1=O)-c1ccccc1Sc1ccccc1-2 | 48
CCCN1CN2C(=O)N3CN(CCC)CN4C(=S)N(C1)C2C34 (stereo unspecified) | 95
COc1ccc(C=C(C(=O)O)C(=O)O)cc1 | 100
COC(=O)c1cc(C(=O)C(=O)O)ccc1O | 96
Cc1cc2c(c(C)c1Cl)C(=O)/C(=C/c1ccc(N(C)C)cc1)O2 | 93
COc1cc(CNC(=O)/C=C/C=C/c2ccc3c(c2)OCO3)ccc1OCc1cn(-c2ccccc2)nn1 | 108
S=C(Nc1ccccc1)Nc1nnc2c3c4c(sc3ncn12)CCCC4 | 101
COc1ccc(-c2cc(NC(=O)Nc3cccc(C(F)(F)F)c3)no2)cc1 | 95
CNC(=O)c1cc(-n2ccc3cc(NC(=O)c4ccccc4)ccc32)ccn1 | 100
CCCCNC(c1ccc(N(CC)CC)cc1)C(Br)(Br)Br (stereo unspecified) | 95
CC(=O)N1N=C(c2ccc(Nc3nc(Nc4ccc(F)cc4)nc(Nc4ccc(Cl)cc4)n3)cc2)CC1c1ccc(N(C)C)cc1 (stereo unspecified) | 19
O=C1CCC2(O)[C@@H]3Cc4ccc(O)c5c4[C@]2(CCN3Cc2ccoc2)C1O5 (stereo partly specified) | 95
COc1cccc(OC)c1-c1nnn(C)c1C(=O)N1CCN(c2ccc([N+](=O)[O-])cc2Cl)CC1 | 99
C/C(=N\NC(=O)CSc1nc2ccccc2c(=O)n1Cc1ccc(S(N)(=O)=O)cc1)c1ccc(F)cc1 | 101
CCOC(=O)C1=C(N)N(c2ccc(Cl)cc2)C2=C(C(=O)CC(C)(C)C2)C1c1ccccc1OC (stereo unspecified) | 32
C(=C\c1nnc(-c2cc(-c3ccccc3)n[nH]2)o1)/c1ccc2c(c1)OCO2 | 93
COc1ccc(/C=C2\C=C(c3nc4ccccc4s3)NC2=O)cc1 | 85
CC(=O)c1ccc(CCCc2ccc(C(C)=O)cc2)cc1 | 71
O=C(C/C(=N\C(=S)Nc1cc(C(F)(F)F)ccc1Cl)NO)N1CCCC1 | 75
CC(=O)Nc1cccc(C(=O)NC(=S)Nc2ccc(C(=O)O)cc2)c1 | 104[100 µM]
CN(C)CCC(=O)c1ccc([N+](=O)[O-])cc1 | 114
FC(F)(F)c1ccc(Nc2nnnc3ccccc23)cc1 | 35
CC1(C(=O)OCc2ccccc2)C(=O)C2=C(CCCC2)N1c1ccc(F)cc1 (stereo unspecified) | 90
CCN(CC)CCOC(=O)c1ccc(NC(=O)OCCCCCCCCCCOC(=O)Nc2ccc(C(=O)OCCN(CC)CC)cc2)cc1 | 83
COc1ccc(NC(=O)Nc2ccc(-c3cccnc3)cc2N2CCC(CO)CC2)cc1 | 89
Cc1nc2ccc(Cl)cn2c1-c1nnc(SCc2ccc(C#N)cc2)o1 | 93
CS(=O)(=O)Nc1cccc(-n2cnc3cc(-c4ccc(O)cc4)ccc32)c1 | 7.7*
CCCCCCCC1CCC(=O)O1 (stereo unspecified) | 118
CS(=O)(=O)c1ccc(C(=N)N)cc1 | 121
CC1=NN=C(N2N=C(c3cc4ccccc4o3)CC2c2c[nH]c3ccccc23)SC1 (stereo unspecified) | 107
S=C1CCCCN1 | 112
CCCCO[Si](OCCCC)(OCCCC)OCCCC | 102
O=C(Nc1ccc(N2CCN(Cc3ccccc3)CC2)cc1)c1cccs1 | 82
CCCCN(CCCC)CCc1c(C)cc(C)c(CCN(CCCC)CCCC)c1O | 7.2*
Nc1[nH]n(-c2ccccc2)c(=O)c1/C=N/C(=S)NC1CCCCC1 | 99
CCCC(=O)Oc1ccc(C(C)(C)C)cc1Br | 105
NC(=O)c1n[nH]n2c1nc(=O)c1sc(-c3ccccc3)cc12 | 97
CCCCN(CCCC)CCCO | 96
Cc1cc(Cl)cc(Cc2cc(Cl)cc(C)c2O)c1O | -28*
Going on with the list.
SMILES | HL-60(TB)
O=C(CCl)NCCCN1CCN(CCCNC(=O)CCl)CC1 | 100
S=C1CCSC(=S)N1CCCN1C(=S)CCSC1=S | 36
CCCc1ccc(/C=C2\SC(=Nc3ccc(O)c(C(=O)OC)c3)NC2=O)cc1 | 94
O=C(Cn1nnnc1N1CCCC(C2CCCCO2)C1)N1CCc2ccccc21 (stereo unspecified) | 101
N#Cc1c(N)sc(N)c1C#N | 103
O=C(O)c1ccc(-n2cc(CNc3cc(Cl)cc(C(F)(F)F)c3)c(-c3ccc(F)cc3)n2)cc1 | 101
CCOC(=O)C(CCC(=O)c1ccccc1)(NC(C)=O)C(=O)OCC | 58
N#Cc1cnn(C(=O)CSc2nnc3sc4ccccc4n23)c1N | 112
Cc1ccc2c(n1)C(=O)C(Oc1ccc(F)cc1)=CC2=O | 54
CC(=O)CC(=O)Nc1ccc([N+](=O)[O-])cc1 | 90
Cn1cc(-c2csc(-c3c[nH]c4ncccc34)n2)c2cc(F)cnc21 | 80
O=c1[nH]cnc2c1C(c1ccc([N+](=O)[O-])cc1)c1sc3c(F)cccc3c1O2 (stereo unspecified) | 98
NC1(S(=O)(=O)O)C(=O)Nc2ccccc21 (stereo unspecified) | 89
O=C1OC(c2cccnc2)=N/C1=C\c1cccnc1 | 125
C=Cn1c(C(=O)c2c[nH]c3ccccc23)n[nH]c1=S | 88
CCCCSc1nc(N/N=C/c2cccc(Br)n2)c(C#N)c(-c2ccc(OC)cc2)n1 | 91
Cn1c(-c2cnc3[nH]ncc3c2)nnc1N1CCC(c2cccc(F)c2F)CC1 | 100
COc1cc2c(c(O)c1OC)C1Cc3ccc(OC)c(OC)c3CN1CC2 (stereo unspecified) | 66
COc1ccc(NC(=O)N=Nc2c(O)[nH]c3ccccc23)cc1 | 102
COc1ccc(C(=O)CSc2nc(Nc3ccc(S(N)(=O)=O)cc3)cc(-c3ccccc3)n2)cc1 | 85
COc1ccc(Nc2nc(/N=C/c3ccc(C)cc3)n[nH]2)cc1 | 93
O=C(OCCOc1ccccc1)C(Cl)(Cl)Cl | 105
COc1ccc(C2=C/C(=C\c3ccccc3)C(=O)NN2C(=S)NN)cc1 | 87
CC1CCC[N+]2(CCCCC2)CC1 (stereo unspecified) | 98
CCOC(=O)C1=C(CN2CCCC2)N(C)C(=O)NC1c1ccccc1 (stereo unspecified) | 102
COc1cc(NC(=O)Nc2cccc(-c3cc(=O)c4c(OC)c(OC)c(OC)cc4o3)c2)cc(OC)c1OC | 45
O=C(CI)Nc1ccc(O)c2ccccc12 | -12*
O=C1[C@@H]2Cc3c([nH]c4ccccc34)[C@@H](c3ccc(Cl)cc3)N2C(=O)CN1C1CCN(Cc2c(F)cccc2F)CC1 | 0.4*
COc1cc2cn3c4ccc(O)cc4nc(N)c3c2cc1OC | 24
Cc1cc(C)n(C2=NC(c3cccc([N+](=O)[O-])c3)c3sc4ccc(Cl)cc4c3N2)n1 (stereo unspecified) | 103
COc1ccc2[nH]c(=O)c(CSc3ccccc3Nc3nccc(-c4ccc5c(c4)OCO5)n3)cc2c1 | 74
CC(C)(C)c1ccc(OP(=O)(Oc2ccc(C(C)(C)C)cc2)Oc2ccc(C(C)(C)C)cc2)cc1 | 92
CCC(CC)CC1CCCCC1=O (stereo unspecified) | 96
O=C1CCC(N2Cc3c(NCc4ccc(-c5ccccc5)cc4)cccc3C2=O)C(=O)N1 (stereo unspecified) | 11
COc1cccc(-c2c(C#N)nnn2-c2cccc(Cl)c2)c1 | 88
CC(C)CCC[C@@H](C)[C@H]1CCC2C3CCN4C(=O)CCC(=O)N4C3CC[C@@]21C (stereo partly specified) | 72
O=C(CC1(O)C(=O)N(Cc2ccccc2)c2ccc(F)cc21)c1ccc(C(=O)NCC2CCC3(CC2)OOC2(CCCCC2)OO3)cc1 (stereo unspecified) | -57*
O=C(NO)c1ccc(Cn2c(=O)n(-c3ccccc3F)c(=O)c3ccccc32)cc1 | -1.5*
COc1ccc(-c2nsc3c2NC(=O)CC3c2ccc(F)cc2)cc1 (stereo unspecified) | 7.9*
CCOC(=O)C1=C(C)n2nc(CC#N)c(C#N)c2NC1c1ccc(OC)cc1 (stereo unspecified) | 105
COc1ccc(/C=N/n2cnc3c(c(C)nn3-c3ccccc3)c2=N)cc1 | 91

Compound activity: PubChem, NCI

The list is partial; count on the stated rates, not on these rows.
